Mm-Cpn inhibitor: blocks the Methanococcus maripaludis chaperonin Mm-Cpn; Potency, µM (titrated, usually from 76.9 µM), for the others: at the top dose activity, negative = inhibition, actives largely listed as inhibitors; purified Mm-Cpn ATPase, ADP Transcreener TR-FRET; 0.031% of 330,000 active; note: potency is the fitted concentration of half-maximal effect; % is set by controls: 0 for no effect and ±100 for the full control effect; nearly all actives have a fitted effect of over 80% in size
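TR-FRET (320 nm excitation; 590 and 665 nm emission) reports ADP made from 10 uM ATP by 25 nM enzyme; compounds were preincubated 10 min, reaction run 30 min, both at 37°C.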
WRN helicase inh: blocks human WRN helicase; WRN helicase unwinding, fluorescent forked duplex, kinetic; Potency, µM (titrated, usually from 114 µM), without a hit: at the top dose activity change, negative = inhibition, most hits filed as inhibitors; Q14191; 0.46% of 360,000 active; note: potency is the fitted concentration of half-maximal effect; % is set by controls: 0 for no effect and ±100 for the full control effect; nearly all actives have a fitted effect of over 55% in size
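Primary qHTS, 1536-well format. 20 nM WRN + compound, 15 min RT; start with 100 nM forked fluorophore/quencher duplex, 2 mM ATP (final); kinetic read ex 525/em 598 nm.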
PLK1 PBD block: blocks phosphopeptide binding to human PLK1 polo-box domain. P53350. Plk1 PBD binding of FITC phosphopeptide, fluorescence polarization. Potency, µM, without a hit: max response, negative = inhibition, most hits filed as inhibitors. 2.8% of 360,000 active. AID 720504; note: potency is the fitted concentration of half-maximal effect; series mostly up to about 57 µM; % is set by controls: 0 for no effect and ±100 for the full control effect; nearly all actives have a fitted effect of over 65% in size
Target sequence (P53350 whole entry, looked up, the tested form may be a part): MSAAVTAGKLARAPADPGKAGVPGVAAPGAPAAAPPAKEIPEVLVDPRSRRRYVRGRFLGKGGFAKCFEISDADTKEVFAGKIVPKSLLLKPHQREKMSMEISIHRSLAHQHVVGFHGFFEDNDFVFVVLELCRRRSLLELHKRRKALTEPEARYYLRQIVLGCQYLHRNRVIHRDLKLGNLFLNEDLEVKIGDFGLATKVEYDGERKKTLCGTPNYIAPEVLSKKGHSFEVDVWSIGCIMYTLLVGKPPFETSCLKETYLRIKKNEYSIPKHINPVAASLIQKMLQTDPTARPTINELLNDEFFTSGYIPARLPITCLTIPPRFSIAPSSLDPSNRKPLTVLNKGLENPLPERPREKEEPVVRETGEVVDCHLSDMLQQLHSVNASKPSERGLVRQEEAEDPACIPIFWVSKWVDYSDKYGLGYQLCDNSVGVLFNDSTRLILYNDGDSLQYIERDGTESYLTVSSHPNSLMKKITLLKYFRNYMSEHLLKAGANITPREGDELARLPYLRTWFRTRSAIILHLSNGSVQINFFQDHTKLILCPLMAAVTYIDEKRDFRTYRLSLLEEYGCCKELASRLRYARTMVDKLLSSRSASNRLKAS
CCT modulator: cytosolic chaperonin activity modulation | activity change, % (concentration not given with the values), hits read low | 0.3% of 360,000 active | purified chaperonin ATPase assay, HTRF ADP detection, 30 min; in the data active = activity change below about -30%; note: % is set by controls: 0 for no effect and ±100 for the full control effect
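Nucleotide hydrolysis assay: TRiC at 20–40 nM final (set by batch activity) with 10 uM ATP, 30 min at 37 °C, in presence of 76 uM compound. Detection by competitive ADP HTRF, 30 min ambient.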
PI5P4K alpha inh: PI5P4K alpha (human) kinase inhibition; PI5P4Kalpha enzyme, ADP-Glo luminescence, 60 min; hits give low values; 1.2% of 330,000 active; max response, %; P48426; AID 652105; active = max response of -50% or lower; inconclusive = between -30% and -50%; inactive = -30% or higher; note: value at the top dose of about 77 µM; % is set by controls: 0 for no effect and ±100 for the full control effect
Target sequence (P48426 whole entry, looked up): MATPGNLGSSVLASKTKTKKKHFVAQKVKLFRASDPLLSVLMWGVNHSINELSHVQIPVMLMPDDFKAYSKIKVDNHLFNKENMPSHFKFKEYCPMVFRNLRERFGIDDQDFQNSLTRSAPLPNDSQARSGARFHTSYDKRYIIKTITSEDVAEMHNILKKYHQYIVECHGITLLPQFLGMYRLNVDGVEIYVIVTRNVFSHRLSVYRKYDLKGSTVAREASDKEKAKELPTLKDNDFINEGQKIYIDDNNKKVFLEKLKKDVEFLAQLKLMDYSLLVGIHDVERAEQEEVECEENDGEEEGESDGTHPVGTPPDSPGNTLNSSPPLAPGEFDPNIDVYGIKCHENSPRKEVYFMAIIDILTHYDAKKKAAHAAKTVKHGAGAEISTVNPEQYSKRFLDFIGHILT
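PI5P4Kalpha ADP-Glo assay; 5 microM ATP final; 60 min RT reaction; HEPES pH 7.4/EGTA/CHAPS, 5% DMSO; controls lacking substrate or enzyme; luminescent end-point.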
EPAC1 ag: activates human EPAC1 exchange factor. O95398. EPAC1 agonist qHTS, biochemical assay; response scale: 100% = response to 6.5 mM cAMP. Potency, µM (titrated, usually from 154 µM), without a hit: top-dose activation, most hits filed as activators. 0.073% of 360,000 active; note: potency is the fitted concentration of half-maximal effect; nearly all actives have a fitted effect of over 60% in size
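Fluorescent GDP-exchange assay: 100 nM EPAC1 with 250 nM Rap1B preloaded with BODIPY-GDP and 50 uM GDP; compounds tested as concentration series, 5 min at room temperature, then read every 5 min for 30 min (ex 480/em 540 nm); normalized to 6.5 mM cAMP.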
EPAC2 antagonist: antagonists of human EPAC2; EPAC2 GEF exchange of Rap1B-BODIPY-GDP, fluorescence; 0.18% of 360,000 active; Potency, µM (highest dose often 114 µM), without a hit: top-dose activity, negative = inhibition, usual class: inhibitors; note: potency is the fitted concentration of half-maximal effect; % is set by controls: 0 for no effect and ±100 for the full control effect; nearly all actives have a fitted effect of over 45% in size; many of its hits are not listed in these tables
EPAC1 antag: EPAC1 (human) antagonism | O95398 | EPAC1 GEF assay, Rap1b-BODIPY-GDP exchange fluorescence | Potency, µM (doses to about 115 µM), for the others: top-dose activity change, negative = inhibition, actives largely listed as inhibitors | 0.14% of 360,000 active;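 note: potency is the fitted concentration of half-maximal effect; plate controls were vehicle for no effect and positive control for full effect; nearly all actives have a fitted effect of over 50% in size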
* marks the source's active call; other numbers are inactive results; ? = inconclusive; nt = not tested or not shown; & = joins results of further samples; [ ] = dose if it differs, or a comment. Unless noted, calls come from the whole dose curve; as a rule, active = well fitted curve in the direction sought with a large enough effect; inconclusive = small, poorly fitted or top-dose-only effect, or another doubt; inactive = no such curve, though single readings can be large; an effect the other way counts as inactive or inconclusive.

SMILES | Mm-Cpn inhibitor | WRN helicase inh | PLK1 PBD block | CCT modulator | PI5P4K alpha inh | EPAC1 ag | EPAC2 antagonist | EPAC1 antag
O=C(OCC(=O)N1CCCc2ccccc21)c1ccccc1[N+](=O)[O-] | -0.2% | -3.9% | 0.9% | -0.4 | 2.8 | 4.4% | -3.3% | -14.1%
O=[N+]([O-])c1cccc2ccc(N3CCOCC3)nc12 | 1.0% | -2.2% | -3.5% | 0.7 | 4.2 | -1.7% | -3.5% | -12.2%
Cc1ccc(N2CC(=O)Nc3c(sc4nc(C)cc(C)c34)C2=O)cc1 | 0.6% | -12.2% | 0.1% | 1.2 | 2.8 | 0.4% | 10.2% | 7.5%
CCOC(=O)N1CCN(C2CC(=O)N(c3ccccc3)C2=O)CC1 (stereo not drawn) | 0.2% | 2.3% | -1.4% | -3.7 | nt | 1.4% | 9.0% | 1.4%
COc1ccc(C2CC(c3ccc(C)o3)=NN2C(C)=O)cc1 (stereo not drawn) | 0.6% | 5.1% | -8.5% | -2.3 | 0.2 | 15.3% | -9.7% | -13.6%
CC1(C)CCCN(C(=O)N2c3ccccc3Sc3ccccc32)C1 | -0.4% | -5.3%[57.1 µM] | 0.7% | 0.8 | 18.8 | 0.0% | -10.6% | 0.0%
O=C(Nc1ccc(F)cc1)C1CCC(CNc2c(N3CCCCC3)c(=O)c2=O)CC1 (stereo not drawn) | 1.4% | 5.0% | 1.1% | 0.5 | -8.7 | -17.8% | 1.5% | -15.2%
CCCOC(=O)c1cc(-c2ccc(/C=C3/C(=O)N(C)C(=O)C(C#N)=C3C)o2)ccc1Cl | nt | -7.4%[11.6 µM] | 18.9µM* | 0.7 | -58.3* | -7.9% | 7.3%[57.1 µM] | -0.5%
Cc1ccccc1NC(=O)n1ncc2cc(Cl)ccc21 | 0.8% | 7.3% | -5.8% | -0.2 | 5.5 | 13.8% | -2.1% | 38.0%[activator]
COc1ccc(N2CC(C(=O)N[C@H](C(=O)NC(C)c3ccccc3)C(C)C)CC2=O)cc1 (stereo partly drawn) | 1.6% | -4.5% | -0.5% | 1.2 | 10.4 | 2.1% | 4.7% | -12.0%
COc1ccc(/C=C(\C#N)c2c[nH]c3ccccc23)cc1 | -2.7% | -11.8% | 2.5% | -0.7 | 33.0 | ? | ? | 342.3%[activator]
COc1ccc(C(=O)O/N=C(\N)c2ccc(OC)c(OC)c2)cc1 | -1.8% | 0.3%[57.1 µM] | -6.3% | -2.6 | 11.2 | 6.6% | 5.1% | 9.3%
Cc1cccc(-n2c(O)c(C=NC3CCS(=O)(=O)C3)c3ccccc3c2=O)c1C (stereo not drawn) | 1.0% | 2.5% | 0.8% | 2.2 | 0.1 | -5.5% | 1.0% | -5.0%
COC(=O)[C@@H]1[C@H](CCc2ccccc2)NC(=O)N(Cc2ccccc2)[C@@H]1C | nt | 3.7% | -1.1% | -0.5 | -2.1 | -8.9% | -9.3% | -7.9%
Oc1cc(-c2ccc(N3CCCCC3)nc2)cc2cccnc12 | 0.1%&-0.9% | nt | nt | nt | nt | -16.8% | 30.4%[activator] | -5.2%
O=C(CCc1nnc2ccc(N3CCOCC3)nn12)Nc1ccc(F)cc1F | 0.9% | 1.1% | -11.8% | -1.4 | 4.9 | -2.3% | 3.5% | -6.1%
CC(C)N(C(=S)Nc1cccc(C(F)(F)F)c1)C(C)c1ccccn1 (stereo not drawn) | 1.3% | -0.2% | -22.9% | -4.5 | 5.6 | 3.0% | ? | ?
O=C(NCCCNCCCNC(=O)c1ccccn1)c1ccccn1 | -1.8% | 4.5% | 0.0% | -0.5 | -4.0 | -4.3% | 6.5% | -2.9%
Cc1ccc(NC(=O)CN(C)S(=O)(=O)c2cnc[nH]2)c(C)c1 | 2.5% | -10.2% | 2.6% | -0.1 | 0.2 | -3.0% | 7.1% | -17.0%
COc1ccccc1-c1nnc(NC(=O)C2CCCN2S(=O)(=O)c2cccs2)o1 (stereo not drawn) | nt | 3.4% | -9.8% | -2.0 | -22.6 | 4.9% | 2.6% | -1.1%
O=C(Cn1c(C(=O)N2CCN(C3CCCC3)CC2)cc2sccc21)c1ccccc1 | 0.4% | -4.5% | -3.1% | -1.9 | nt | 6.1% | 0.3% | 0.0%
COc1ccc(N)cc1NC(=O)CN1CCCC1 | -0.7% | 4.4% | ? | -2.8 | 1.7 | 0.6% | 0.0% | 0.0%
O=C(C1CCC(=O)N1Cc1ccccc1Cl)N1CCN(c2cccc(Cl)c2)CC1 (stereo not drawn) | 2.7% | -7.6% | -9.6% | 2.1 | 1.0 | -1.5% | 14.9% | 5.4%
Cc1cccc(C(=O)NCC(=O)N2CCCCCCC2)c1 | 1.5% | -13.0% | -8.6% | -0.6 | -6.2 | 9.1% | 4.2% | -23.1%
O=C(N/C(=C\c1ccccc1)C(=O)N1CCOCC1)c1ccccc1Br | 0.6% | 0.6% | -13.7% | -6.9 | -3.6 | 1.6% | 5.8% | -3.6%

3 entries out of the list, sorted by heavy-atom count, lowest first.
SMILES | Mm-Cpn inhibitor | WRN helicase inh | PLK1 PBD block | CCT modulator | PI5P4K alpha inh | EPAC1 ag | EPAC2 antagonist | EPAC1 antag
Cc1cccc(C(=O)NCC(=O)N2CCCCCCC2)c1 | 1.5% | -13.0% | -8.6% | -0.6 | -6.2 | 9.1% | 4.2% | -23.1%
O=C(NCCCNCCCNC(=O)c1ccccn1)c1ccccn1 | -1.8% | 4.5% | 0.0% | -0.5 | -4.0 | -4.3% | 6.5% | -2.9%
Cc1cccc(-n2c(O)c(C=NC3CCS(=O)(=O)C3)c3ccccc3c2=O)c1C (stereo not drawn) | 1.0% | 2.5% | 0.8% | 2.2 | 0.1 | -5.5% | 1.0% | -5.0%

Next section.
SMILES | Mm-Cpn inhibitor | WRN helicase inh | PLK1 PBD block | CCT modulator | PI5P4K alpha inh | EPAC1 ag | EPAC2 antagonist | EPAC1 antag
CCC(C)Sc1ccc([C@H]2N[C@@](C)(C(=O)OC)[C@H]3C(=O)N(CC)C(=O)[C@@H]23)cc1OC (stereo partly drawn) | -0.7% | -27.8% | -8.6% | -1.7 | 4.1 | -4.1% | -10.9% | 0.5%
COc1ccccc1CNC(=O)c1cc(=O)c2ccccc2o1 | 0.2% | 2.7%[57.1 µM] | 6.6% | 2.5 | -3.4 | -1.8% | 4.1% | -22.4%
COc1ccc(C(=O)Nn2c(SCC(=O)NCC3CCCO3)nc3ccccc3c2=O)cc1 (stereo not drawn) | -2.1% | -10.1% | 1.8% | -0.4 | nt | 5.4% | -4.4% | -3.1%
CCCCC(=O)N(CCC)CCC | 1.9% | -7.2% | -15.2% | 0.1 | 0.7 | -1.8% | 1.3% | -8.6%
Cc1cccc(N2CCN(C(=O)c3oc4ccc(Br)cc4c3C)CC2)c1C | -2.1% | -3.5% | 2.5% | 0.5 | 6.6 | -6.4% | 0.2% | -2.0%
COc1cc(NC(=O)CCc2nc(-c3cccs3)no2)cc(OC)c1OC | 0.4% | 7.0% | -5.7% | 2.5 | 15.7 | 1.7% | 3.4% | 1.1%
C[n+]1ccc(/C=C/c2c[nH]c3ccc(F)cc23)cc1 | 1.3% | -8.3% | 54.0%[activator] | 0.7 | -3.5 | 25.3% | 89.6%[activator] | -1.0%
CC(=O)c1ccc(-c2ccc(C(=O)NC3CC(C)(C)NC(C)(C)C3)o2)cc1 | -4.2% | 21.7% | -5.4% | -5.0 | -5.6 | -8.5% | 6.8% | 11.7%
COc1cccc(OC)c1OCC(O)CN1CCN(c2ccc(F)cc2)CC1 (stereo not drawn) | -1.0% | 0.5% | 0.8% | -1.0 | -7.0 | -7.8% | 2.0% | -7.2%
CN(CP(=O)(O)C(O)c1ccccc1)S(C)(=O)=O (stereo not drawn) | 1.4% | -0.2% | 0.0% | 0.7 | -4.8 | -6.5% | 0.2% | 4.8%
Cc1ccc(NC(=O)COc2cccc(-n3cnnn3)c2)cc1[N+](=O)[O-] | 2.1% | -3.2% | -4.8% | -2.8 | 0.1 | 2.6% | 2.2% | -19.5%
CCC(=O)Nc1ccc2c(c1)OC[C@@H](C)N(C(=O)c1ccccn1)C[C@@H](C)[C@@H](OC)CN(C)C2=O | nt | -0.7% | -4.1% | nt | 1.1 | 7.6% | 9.4% | 3.4%
CCOC(=O)c1ccc(N2C(=O)C3CCOc4ccccc4C32)cc1 (stereo not drawn) | 1.4% | 8.4% | -13.6% | -2.2 | 0.6 | -3.8% | -1.2% | -5.5%
Cc1nnc(-c2ccccc2)o1 | 0.1% | 1.9% | ? | -2.0 | -3.7 | 15.6% | 10.9% | 4.1%
CCOC(=O)C1(Cc2ccccc2C)CCCN(C(=O)CN2C(=O)CSC2=O)C1 (stereo not drawn) | -2.3% | -1.7% | -12.3% | -1.1 | 2.0 | -8.0% | -10.2% | -6.6%
O=C(Nc1cccc(-c2cn3cccnc3n2)c1)c1cccs1 | -2.4% | -16.4% | -1.0% | 2.3 | 3.9 | -8.2% | -0.1% | -7.2%
COc1cc(/C=N/Nc2nn3cnnc3c3ccccc23)ccc1O | 0.9% | ? | 2.3% | -0.2 | nt | -2.8% | -1.6% | -8.2%
Cc1cc(C)c2cc3c(N)c(C(=O)Nc4c(C)[nH]c(=O)[nH]c4=O)sc3nc2c1 | -11.1% | ? | 12.4% | 2.1 | -23.3 | -1.6% | 16.0% | 4.1%
Cc1ccccc1NC(=O)CN1C(=O)N/C(=C\c2cccn2-c2cccc(C(=O)O)c2)C1=O | -2.9% | 10.6µM* | ? | -3.9 | ? | 4.6% | 5.7% | -24.1%
COc1ccc(OC)c(CNc2ncc(-c3cccc([N+](=O)[O-])c3)n2C)c1 | -0.7% | 2.0% | 0.3% | -2.2 | -0.7 | -0.8% | 4.2% | -10.4%
Clc1cccc(-c2nnc(-c3ccccc3)o2)c1 | 0.8% | -24.0% | -12.2% | -1.8 | -10.3 | 4.3% | -4.4% | -3.3%
O=C(COc1cccc2cccnc12)N/N=C/c1ccccc1O | -1.9% | ? | 3.5% | -1.3 | -3.0 | 3.8% | -0.6% | -3.6%
CC(C)c1nnc(NC(=O)c2ccc3c(c2)OCO3)s1 | 0.6% | 3.2% | -6.0% | -0.5 | -1.3 | -4.8% | 4.6% | -14.3%
COc1cccc2sc3ccc(NCCC4CCCN4C)cc3c(=O)c12 (stereo not drawn) | -5.6% | -17.3% | -5.7% | -0.2 | -27.5 | 3.2% | 15.2% | -4.8%
CCn1c(=O)cc(SCC(=O)N2CCC(C)CC2)c2ccccc21 | 2.9% | -1.6% | -13.7% | 0.5 | nt | 1.1% | 9.8% | 9.7%
CCCCOC(=O)c1ccc(NC(=O)COC(=O)C2CC2C)cc1 (stereo not drawn) | nt | -2.7% | 1.2% | 0.5 | 0.7 | -6.4% | -10.7% | -1.7%

Not all compounds are listed (hit frequency here may not be typical).
